# GPR151 ag: activates the human receptor GPR151 | 1% of 650,000 active | activation, % at 11.2 µM | Q8TDV0 | PathHunter beta-arrestin GPR151 cells, luminescence; in the data active means activation above about 4.9%;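 further: 0% = median of compound wells and 100% = cells with positive control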
# Target sequence (Q8TDV0 whole entry, looked up): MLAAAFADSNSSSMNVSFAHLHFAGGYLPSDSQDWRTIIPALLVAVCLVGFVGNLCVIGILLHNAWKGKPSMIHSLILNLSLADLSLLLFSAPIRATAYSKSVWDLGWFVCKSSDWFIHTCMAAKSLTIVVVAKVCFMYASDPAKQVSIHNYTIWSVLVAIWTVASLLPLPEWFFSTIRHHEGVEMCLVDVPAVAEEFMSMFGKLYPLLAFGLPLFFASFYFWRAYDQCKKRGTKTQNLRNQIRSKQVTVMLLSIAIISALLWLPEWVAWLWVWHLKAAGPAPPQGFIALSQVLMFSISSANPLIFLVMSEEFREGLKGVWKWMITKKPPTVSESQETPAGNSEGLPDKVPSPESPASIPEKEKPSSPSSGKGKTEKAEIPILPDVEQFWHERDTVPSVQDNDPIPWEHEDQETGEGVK
# TEAD-YAP block: TEAD-YAP interaction inhibition | HEK-TIYL cells, TEAD-Gal4/YAP UAS-luciferase luminescence | inhibition, % at 9.12 µM | 1.4% of 640,000 active; in the data active means inhibition above about 32%;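 further: 0% = median of test compound wells and 100% = reference inhibitor wells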
# MITF primary: human MITF inhibition, primary screen. O75030. AlphaScreen MITF homodimerization, bead proximity signal. inhibition, % at 2.6 µM. 0.91% of 650,000 active. AID 1259374; in the data active means inhibition above about 50%;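 further: 0% = vehicle wells with protein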
# Target sequence (O75030 whole entry, looked up): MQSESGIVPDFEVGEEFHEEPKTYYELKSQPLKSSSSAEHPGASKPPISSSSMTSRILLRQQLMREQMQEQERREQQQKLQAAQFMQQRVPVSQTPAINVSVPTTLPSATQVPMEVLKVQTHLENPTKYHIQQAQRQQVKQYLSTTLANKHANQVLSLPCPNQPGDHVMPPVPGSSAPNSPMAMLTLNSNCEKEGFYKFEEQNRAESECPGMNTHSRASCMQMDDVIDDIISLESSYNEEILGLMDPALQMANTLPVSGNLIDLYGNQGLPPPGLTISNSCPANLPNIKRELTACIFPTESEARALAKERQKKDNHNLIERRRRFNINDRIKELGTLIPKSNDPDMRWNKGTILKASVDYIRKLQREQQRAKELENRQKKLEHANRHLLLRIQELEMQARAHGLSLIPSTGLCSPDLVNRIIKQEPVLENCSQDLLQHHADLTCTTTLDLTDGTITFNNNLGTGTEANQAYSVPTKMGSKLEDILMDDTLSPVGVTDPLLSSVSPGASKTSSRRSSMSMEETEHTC
# FBW7 act: activators of human E3 ligase FBW7. AlphaScreen FBW7–phospho-cyclin E peptide binding, activator screen. 0.13% of 650,000 active. AID 1259310. normalized activity (activation), % at 26.1 µM; in the data active means normalized activity above about 1.9%;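 further: purified mutant Fbw7 with reduced substrate affinity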
# The depositor's hits bear a star.
SMILES,GPR151 ag,TEAD-YAP block,MITF primary,FBW7 act
CCc1cccc(C)c1NC(=S)N(Cc1ccc(C)cc1)Cc1ccco1,1.1,-6,1,-0.1
CCOc1cc(/C=N/NC(=O)C(O)c2ccccc2)cc(Br)c1O (configuration not stated),-0.4,13,5,0.0
Cc1ccc(CSCc2ccc(C(=O)N3CCOCC3)o2)cc1,-0.1,1,10,0.2
CN(C)S(=O)(=O)Nc1ccc(N2CCC(NC(c3ccco3)C(F)(F)F)CC2)cc1 (configuration not stated),0.0,-10,1,-0.1
COc1cccc(-c2csc3ncc(C(=O)NOC(C)(C)C)c(=O)n23)c1,0.6,7,-1,-0.6
Nc1cc(=O)n2c(n1)SCC2CS(=O)(=O)c1ccccc1 (configuration not stated),-1.0,14,15,0.9
O=C(Nc1ccc(S(=O)(=O)N2CCCCC2c2cccnc2)cc1)c1ccc2ccccc2c1 (configuration not stated),0.4,7,14,0.3
NC1=NC(=O)C(Cc2cccc(Cl)c2)S1 (configuration not stated),0.4,-14,-6,0.1
CCN(CC)CCNC(=O)Cn1ccc2ccccc2c1=O,0.3,-2,-3,0.0
COc1ccc2c(c1)CC(C(=O)Nc1ccc(-c3ccnc(N)n3)c(OC)c1)CO2 (configuration not stated),0.2,3,22,0.1
CN(C)c1ccc(NC(=O)Cc2cc(-c3cccs3)on2)cc1,-1.1,-43,20,-0.3
Cc1ncoc1C(=O)Nc1ccccc1Cl,1.2,-1,14,0.2
CC(=O)O/N=C(/c1ccc(Cl)cc1Cl)N1CCCCC1,1.5,-1,-8,0.0
COc1ccc2nc(NCCNC(=S)NCC3CCCO3)c(C#N)cc2c1 (configuration not stated),3.1,-4,-7,0.0
CC(=O)Nc1ccc(N/C(C)=C/C(=O)c2cccnc2)cc1,-1.3,-6,9,0.1
COc1cc(NS(=O)(=O)c2ccc3c(c2)NC(=O)C(C)C(=O)N3)cc(OC)c1 (configuration not stated),1.9,1,-2,-0.1
CCOC(=O)c1c(OS(=O)(=O)c2ccc(C)cc2)c(C=O)n(C)c1C,3.4,4,-18,0.1
Cc1cc(N2CCN(c3ccccc3)CC2)n2nc(C)nc2n1,-1.4,1,7,-0.1
CC(C)CNC(=O)C(=O)Nc1ccc(Cl)c(Cl)c1,-0.6,-14,-1,0.1
CNC(=O)c1c(NC(=O)c2cc(Cl)ccc2Cl)sc(C)c1C,1.0,12,-1,0.1

# Pulled by compound from the entries so far:
SMILES,GPR151 ag,TEAD-YAP block,MITF primary,FBW7 act
CCN(CC)CCNC(=O)Cn1ccc2ccccc2c1=O,0.3,-2,-3,0.0
COc1ccc2nc(NCCNC(=S)NCC3CCCO3)c(C#N)cc2c1 (configuration not stated),3.1,-4,-7,0.0

# (listing goes on)
SMILES,GPR151 ag,TEAD-YAP block,MITF primary,FBW7 act
Cc1ccc(SCc2cc(=O)[nH]c(Nc3nc4ccccc4o3)n2)cc1,-0.9,-9,-7,-0.1
O=C(CN1CCN(Cc2ccccc2)C1=O)NCc1ccccc1Cl,-0.7,-8,-5,-0.1
CCOc1ccc(N=Nc2c(C)n[nH]c2C)c([N+](=O)[O-])c1,-1.2,-2,5,-0.1
Cc1cc(OC(=O)N2CCOCC2)cc(C)c1Cl,0.7,5,-1,-0.1
Cc1ccccc1/C=N/Nc1ccccc1[N+](=O)[O-],0.1,-39,7,-0.1
CCN1C(=O)C(CC(=O)Nc2ccccc2)N(Cc2ccccn2)C1=S (configuration not stated),0.3,-3,13,0.0
COc1ccc(OC)c(C=Nc2cccc(C(C)=O)c2)c1,-0.5,6,21,0.0
N#C/C(=C/c1cccs1)C(=O)Nc1cccc([N+](=O)[O-])c1,1.8,-13,-9,-0.2
CCOC(=O)C1CCN(C(=O)c2ccc(SC)cc2OC)CC1,1.6,0,5,0.0
COc1ccccc1CC(=O)N1CCc2c(cnc(C)c2CNC(C)=O)C1,-0.1,-3,-1,0.1
COc1ccccc1Cc1noc(-c2cccc([N+](=O)[O-])c2)n1,0.5,7,13,-0.1
C/C(=N\NC(=O)c1n[nH]c2c1CCC2)c1ccc(N)cc1,0.8,29,17,-0.3
Cc1c(C(=O)N2CCC[C@H]2[C@H](O)c2nccs2)oc2ccccc12,-1.1,-53,9,0.1
COc1cc(SC)ccc1C(=O)Nc1ccc2c(c1)oc1ccccc12,-0.8,1,2,-0.1
CCCOc1ccc(C2NC(=O)NC(c3ccccc3)=C2C(C)=O)cc1OCC (configuration not stated),-1.9,-7,20,0.3
CC1=NN(c2ccccc2)C(=O)/C1=C\c1ccc(F)cc1,-0.4,7,-3,0.3
O=S(=O)(c1ccsc1)c1cccs1,0.7,-5,-4,-0.1
O=C(CCn1c(=O)oc2ccccc21)NCc1ccccc1Cl,0.2,0,3,0.3
O=C(c1cc2n(n1)C(C(F)(F)F)CC(c1ccc(Cl)c(Cl)c1)N2)N1CCCc2ccccc21 (configuration not stated),-0.5,9,2,0.0
CCc1ccc(NC(=O)c2cc(C)[nH]n2)cc1,-1.1,-26,5,0.1
COc1ccc(/C=N/n2c(C)cc(C)c(C(N)=O)c2=O)cc1,0.1,1,-2,0.0
O=C(CSc1nnc(-c2ccco2)c(-c2ccco2)n1)Nc1cccc(Br)c1,-0.5,4,15,-0.1
O=C(NC1CCC(Nc2ccc3[nH]ncc3c2)CC1)C(O)c1ccc(C(F)(F)F)cc1 (configuration not stated),0.2,10,15,0.0
Cc1ccccc1C(=O)NCCSc1c[nH]c2ccccc12,1.2,-1,13,0.2
CCOc1ccccc1N(C)C(=O)c1cc(S(=O)(=O)NCCc2ccc(OC)c(OC)c2)ccc1F,1.2,6,27,0.4
COc1ccc(-c2nc(CS(=O)(=O)CC(=O)NCc3ccco3)c(C)o2)cc1,0.0,8,31,0.4
Cn1nnnc1SCC(=O)Nc1ccc2nc(SCC(=O)NC3CC3)sc2c1,-0.6,-7,2,0.0
Cc1ccc([N+](=O)[O-])cc1S(=O)(=O)N1CCN(C23CC4CC(CC(C4)C2)C3)CC1,-0.3,5,5,-0.1
O=C(Nn1c(-c2ccc(F)cc2)nc2ccccc2c1=O)c1cc2cc(Br)ccc2oc1=O,-0.8,-12,6,0.0
CCCCOc1ccc(S(=O)(=O)n2nnc3ccccc32)c2ccccc12,-0.7,-1,-1,-0.1
CCC(NC(=O)OC)C12CC3CC(CC(C3)C1)C2 (configuration not stated),0.5,5,-18,-0.1
COc1ccc(C2=NN(CN3C(=O)C(=O)c4ccccc43)C(c3cccc([N+](=O)[O-])c3)C2)cc1 (configuration not stated),2.1,1,7,-0.1
O=c1[nH]c(/C=C2\C=Nc3ccc(Br)cc32)c(O)n1Cc1ccccc1F,0.0,4,5,-0.2
O=C(Nc1cc(C(=O)N2CCN(c3ccc(F)cc3)CC2)ccc1N1CC2CC(C1)c1cccc(=O)n1C2)c1cc2ccccc2oc1=O (configuration not stated),-0.5,-19,-2,-0.2
Cc1ccc(NC(=O)C2C3C=CC4(O3)C2C(=O)N(C2CCCCCCC2)C4C(=O)NC2CCCCC2)cc1 (configuration not stated),-0.4,-1,7,-0.1
CCOC(=O)c1c(NC(=O)c2ccc(S(=O)(=O)N3CCCCCC3)cc2)sc2c1CCN(C)C2,-0.6,-2,8,0.0
Cc1ccc(C)c(Oc2coc3cc(OCc4ccc(Cl)cc4)ccc3c2=O)c1,0.8,5,-6,0.8
C=C(C)CN(CC)C(=O)CN1C(=O)NC(C)(c2ccc3ccccc3c2)C1=O (configuration not stated),1.9,-2,-3,0.1
Oc1ccc(C2N=C(c3ccccc3)NC(c3ccccc3)=N2)cc1,-1.0,9,15,0.2
CCN(CC)c1ccc(NS(=O)(=O)c2cccc3nonc23)c(C)c1,-2.1,3,-2,-0.1

# 4 compounds from above, showing only MITF primary and FBW7 act.
SMILES	MITF primary	FBW7 act
Cc1ccc(NC(=O)C2C3C=CC4(O3)C2C(=O)N(C2CCCCCCC2)C4C(=O)NC2CCCCC2)cc1 (configuration not stated)	7	-0.1
CCOC(=O)c1c(NC(=O)c2ccc(S(=O)(=O)N3CCCCCC3)cc2)sc2c1CCN(C)C2	8	0.0
Cc1ccc(C)c(Oc2coc3cc(OCc4ccc(Cl)cc4)ccc3c2=O)c1	-6	0.8
C=C(C)CN(CC)C(=O)CN1C(=O)NC(C)(c2ccc3ccccc3c2)C1=O (configuration not stated)	-3	0.1

# New compounds follow
SMILES,GPR151 ag,TEAD-YAP block,MITF primary,FBW7 act
O=C(c1cc(S(=O)(=O)N2CCCCC2)c[nH]1)N1CCCC1,1.6,8,14,0.2
O=C(NC1CCCC1)C(F)(F)C(F)(F)C(=O)NC1CCCC1,1.6,1,7,0.1
COc1cccc2c1OC1(C)C(C(=O)Nc3ccc(C)cc3C)C2NC(=S)N1c1ccc(C)cc1 (configuration not stated),0.6,7,23,-0.1
CC(=O)Nc1ccc(Nc2nc(Nc3ccc4ncccc4c3)nc3c2ncn3-c2ccsc2)cc1,0.3,30,8,0.0
Cc1ccc2[nH]c3nc4ccccc4nc3c2c1,-5.2,-13,-12,0.0
CC(=O)N1CCN(CC(O)COc2c(Cl)cccc2Cl)CC1 (configuration not stated),0.6,0,24,-0.3
CC1=NN(c2ccc(Cl)cc2)C(=O)/C1=C\c1ccc(N2CCOCC2)cc1,-2.1,-5,-1,-0.5
CCOC(=O)c1c(-c2ccccc2)oc2ccc(NS(=O)(=O)c3cccc([N+](=O)[O-])c3)cc12,1.3,6,-7,-0.3
O=C(Nc1nnc(CCS(=O)(=O)c2ccc(Cl)cc2)s1)c1ccc(Br)cc1,-0.3,-1,-8,0.0
CO[C@H]1[C@H](NC(=O)CSC)c2ccccc2C12CCN(Cc1ccccc1C)CC2,-1.3,-4,1,-0.3
COc1ccc(N(C(=O)COc2ccc(Cl)cc2)C2C=CS(=O)(=O)C2)cc1 (configuration not stated),-0.5,10,11,0.1
O=C1/C(=C/c2ccncc2)SC(=S)N1c1ccc(O)cc1,-0.6,-7,-4,-0.2
CCOc1ccc(CC(=O)Nc2cccc(-c3ccc4nncn4n3)c2)cc1,1.0,0,2,-0.1
COc1ccc(Cl)cc1Nc1ncnc2c1c(-c1ccccc1)cn2-c1ccc(Br)cc1,1.3,-1,-7,0.1
N=C1S/C(=C\c2ccc(-c3ccc(Cl)c(C(=O)O)c3)o2)C(=O)N1c1nccs1,-1.6,-13,26,-0.1
C/C(=N\Nc1ccc(Cl)c(C(=O)O)c1)c1ccccc1F,2.7,-49,18,-0.2
NC1=NS(=O)(=O)NC1c1ccc(F)cc1 (configuration not stated),-0.6,1,14,0.5
Cc1ccc(-c2nnn(CC(=O)NCCc3c[nH]c4ccccc34)n2)cc1,-0.1,18,29,0.1
CC(=O)Nc1ccc(S(=O)(=O)NCC2(c3cccs3)CCCC2)c(C)c1,0.9,14,2,-0.2
C#CCOc1ccc(Br)cc1C1C(C#N)=C(N)OC2=C1C(=O)CCC2 (configuration not stated),4.0,-1,-16,0.2

# Single records, as listed above:
# Entry for CCOc1ccc(CC(=O)Nc2cccc(-c3ccc4nncn4n3)c2)cc1 = GPR151 ag: 1.0; TEAD-YAP block: 0; MITF primary: 2; FBW7 act: -0.1
# Entry for CC(=O)Nc1ccc(S(=O)(=O)NCC2(c3cccs3)CCCC2)c(C)c1 = GPR151 ag: 0.9; TEAD-YAP block: 14; MITF primary: 2; FBW7 act: -0.2
# Entry for Cc1ccc(-c2nnn(CC(=O)NCCc3c[nH]c4ccccc34)n2)cc1 = GPR151 ag: -0.1; TEAD-YAP block: 18; MITF primary: 29; FBW7 act: 0.1

# Further results:
SMILES,GPR151 ag,TEAD-YAP block,MITF primary,FBW7 act
Cc1ccc(OCCSc2nc3ccccc3o2)cc1,1.1,8,-7,0.1
CCOC(=O)c1c(NC(=O)COc2cccc(C)c2C)sc2c1CCC2,-1.6,-15,-17,0.2
Cc1ccc(S(=O)(=O)N2C=Cc3ccccc3C2c2c[nH]c3ccccc23)c(C)c1 (configuration not stated),0.1,5,4,0.1
Cc1cccn2c(CN(C)CC3CCCCO3)c(C(=O)N3CCOCC3)nc12 (configuration not stated),0.6,-8,13,0.1
CN1CCN(Cc2c(C(=O)N3CCCCC3)nc3sccn23)CC1c1ccccc1 (configuration not stated),0.5,3,-7,0.2
CC(=O)c1ccc(NC(=O)CSc2nc3cccnc3n2C)cc1,-0.4,3,17,0.1
COC(CN(C)C(=O)c1c(C)nc2ccccn12)OC,0.1,-8,8,-0.1
O=C(C1CCC1)N1CCC(Cn2cnc3ccccc32)CC1,2.6,2,52*,-0.2
CCCn1c(=O)[nH]c2c(C(N)=O)nc(-c3ccncc3)nc21,-0.2,-5,9,0.0
CSc1ccc(CN2C(=O)NC3(CCCCCC3)C2=O)cc1,2.4,-7,9,0.4
Cc1n[nH]c(C)c1NC(=S)NC(=O)c1ccccc1,-1.3,6,11,1.0
Cc1nc2nc(CN)nn2c(C)c1CCC(=O)Nc1ccc(F)cc1Cl,-1.6,5,11,-0.1
O=C(c1c[nH]c2ccc(S(=O)(=O)N3CCOCC3)cc2c1=O)N1CCc2ccccc2C1,0.5,-4,4,-0.1
C=CCN(C(=O)CSc1nc2[nH]ncc2c(=O)n1-c1ccccc1OC)c1ccccc1,-0.6,17,10,0.1
CCc1ccc(NC(=O)c2ccc(F)c(S(=O)(=O)NC3CCCCCC3)c2)cc1,1.2,14,14,-0.1
COC(C(=O)N1CCC2(CC1)CC2C(=O)Nc1ccccc1)c1ccccc1 (configuration not stated),1.6,-11,-10,0.0
Cc1cccc(N2CCN(C(=O)c3cnn4c(C)c(Cc5cccc(Cl)c5)c(C)nc34)CC2C)c1 (configuration not stated),0.3,7,2,0.0
COCCNC(=O)C(=O)N/N=C(\C)CC(=O)Nc1ccc2c(c1)OCCO2,0.7,6,19,0.1
Cc1[nH]ncc1N1C(=O)c2cccc3c(Cl)ccc(c23)C1=O,0.9,-1,22,0.4
CCCCc1ccc(C2=N/C(=C\c3ccc(F)cc3)C(=O)N2c2ccc(Cl)c(C)c2)cc1,0.2,6,10,0.1

# Screening data as filed in PubChem BioAssay.
